# Assay outcomes: PubChem, NCI
# sgs1 mgt1 = NCI yeast anticancer drug screen, S. cerevisiae sgs1 mgt1 strain; % growth inhibition at 50 µM; actives 10% (n = 78,000); AID 161, 2004;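 also: 0% = growth of vehicle-only cultures of the same strain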
#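 Read-out: growth inhibition vs vehicle controls. Cells: mutant yeast strain deficient in DNA damage repair.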
# yeast cln2 rad14 = NCI yeast anticancer drug screen, S. cerevisiae cln2 rad14 strain. growth inhibition, % at 50 µM. actives 8.3% (n = 78,000);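 also: 0% = growth of vehicle-only cultures of the same strain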
#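 Strain: cln2 rad14 yeast, altered in cell cycle control and DNA damage repair. Read-out: growth inhibition vs vehicle.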
# rad50 = NCI yeast anticancer drug screen, S. cerevisiae rad50 strain. growth inhibition, % at 50 µM. actives 10% (n = 79,000);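 also: 0% = growth of vehicle-only cultures of the same strain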
#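 Yeast carrying a defined DNA repair defect were exposed to test compounds, and growth was compared with vehicle-treated controls to give percent inhibition.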
# mlh1 rad18 = NCI yeast anticancer drug screen, S. cerevisiae mlh1 rad18 strain; % growth inhibition at 50 µM; actives 11% (n = 79,000);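 also: 0% = growth of vehicle-only cultures of the same strain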
#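 Growth inhibition of the yeast strain was measured after compound exposure and expressed relative to vehicle-treated controls. The strain carries defined defects in DNA damage repair.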
# yeast mec2-1 = NCI yeast anticancer drug screen, S. cerevisiae mec2-1 strain; actives 9% (n = 79,000); AID 157, 2004; % growth inhibition at 50 µM;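 also: 0% = growth of vehicle-only cultures of the same strain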
#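 mec2-1 yeast strain, carrying an alteration in DNA damage repair or cell cycle control, was exposed to compounds; growth inhibition was measured relative to vehicle-treated controls.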
# yeast bub3 = NCI yeast anticancer drug screen, S. cerevisiae bub3 mutant strain; % growth inhibition at 50 µM; actives 9.9% (n = 78,000);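 also: 0% = growth of vehicle-only cultures of the same strain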
#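 Growth of a checkpoint-deficient yeast mutant is measured after compound exposure. Values represent inhibition relative to vehicle.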
# * hit, by the source's call; x = no result given; & = joins results of further samples. Rule as the data show it: active = growth inhibition above about 70%; inactive = the rest.
# The opening three compounds (preview)
cpd	molecule	sgs1 mgt1	yeast cln2 rad14	rad50	mlh1 rad18	yeast mec2-1	yeast bub3
1	OC[C@H]1N[C@H](CO)[C@@H](O)[C@H]1O	4	17	2	10	-10	-16
2	Nc1ccc(S(=O)(=O)c2ccc(NCCO)cc2)cc1	14&-1	-18&-8	-6&-8	0&-30	-11&4	-9&-12
3	O=C1C=CC(=O)N1c1ccc(I)cc1	94*	92*	92*	92*	94*	92*

# The list itself, previewed entries included:
cpd	molecule	sgs1 mgt1	yeast cln2 rad14	rad50	mlh1 rad18	yeast mec2-1	yeast bub3
1	OC[C@H]1N[C@H](CO)[C@@H](O)[C@H]1O	4	17	2	10	-10	-16
2	Nc1ccc(S(=O)(=O)c2ccc(NCCO)cc2)cc1	14&-1	-18&-8	-6&-8	0&-30	-11&4	-9&-12
3	O=C1C=CC(=O)N1c1ccc(I)cc1	94*	92*	92*	92*	94*	92*
4	COc1ccccc1C(C)C	-1	-22	-11	-16	-4	-6
5	CC(=O)Oc1ccc(C2(OC(C)=O)c3ccccc3C(=O)c3ccccc32)cc1	34	34	12	32	10	-8
6	Cc1ccc(C(C)C)c(OC(=O)Nc2ccc(S(=O)(=O)NC3CCCCC3)cc2)c1	43	41	47	59	26	27
7	Cc1cccc(/C=N/Nc2ccc([N+](=O)[O-])cc2[N+](=O)[O-])c1C	-5	-11	11	4	-6	-16
8	NC(=O)CC(NC(=O)OCc1ccccc1)C(=O)O (stereo not given)	-8	-3	-12	12	-30	-36
9	CN(C)Cc1cc(C(=O)/C=C/c2cccc(Cl)c2)cc(CN(C)C)c1O	2	-8	12	15	-8	-2
10	COC(=O)C(Cc1ccccc1)NP(=O)(O)OCC1OC(n2ccc(N)nc2=O)C(O)C1O (stereo not given)	15	-2	-7	-4	-27	-24
11	O=C1C(=O)N(c2cccc(C(F)(F)F)c2)C(=S)N1c1ccccc1	-11	-53	-1	-30	-9	-9
12	O=C1CSC(c2cccs2)N1CCN1C(=O)CSC1c1cccs1 (stereo not given)	-6	-7	5	0	-2	1
13	S=c1cc(-c2ccccc2)oc2ccccc12	-1	7	9	-3	11	5
14	COc1cc2c(cc1OC)C(CCN)NCC2 (stereo not given)	-3	7	-9	-9	7	-4
15	Cc1ccc(F)c2c(=O)cc(-c3ccccc3)[nH]c12	-6	19	18	-1	-24	-34
16	O=c1[nH]cnc2nn(C3OC(CO)C(O)C3O)cc12 (stereo not given)	-7	-6	-20	-19	13	9
17	CC1CC(=O)N(N(C)C)C2(C#N)C(=O)N=C(N)C12C#N (stereo not given)	-16	3	15	-5	23	-4
18	N#CNC1=NC(N)C(c2nc3ccccc3[nH]2)=C(CCCC(=O)Nc2cccc([N+](=O)[O-])c2)N1 (stereo not given)	5	26	17	6	17	36
19	O=C(Nc1cccc(Cl)c1)Oc1c([N+](=O)[O-])cc(Cl)cc1[N+](=O)[O-]	21	-12	13	28	7	0
20	Clc1cc(Cl)c2ncccc2c1	3	-30	4	12	18	18
21	COc1ccc(/C=C2\N=C(c3ccccc3)OC2=O)c(OC)c1C	-2	-60	-6	-10	-5	2
22	Nc1ncnc2nc(-c3ccc(SCc4ccccc4)cc3)[nH]c12	-22	-6	1	10	-16	28
23	FC(F)(F)c1nnc(-c2ccc3ccccc3c2)nn1	25	14	46	31	18	20
24	CC(O)(Cc1ccccc1)c1ccccc1 (stereo not given)	-19	-16	-6	-18	-2	-10
25	O=C(Nc1c(C(=O)NC2CCCCC2)[nH]c(=O)[nH]c1=O)c1ccc(Cl)cc1	-19	3	-19	6	-1	0
26	COC(=O)C1=CO[C@@H](OC2OC(CO)C(O)C(O)C2O)[C@H]2[C@@H]1C=C[C@@]21C=C([C@H](C)OC(=O)/C=C/c2ccc(OC3OC(CO)C(O)C(O)C3O)cc2)C(=O)O1 (stereo not given in full)	-20	-6	-18	-20	-19	3
27	O=C(Nc1ccc2c(c1)[nH]c(=O)c1cc(NC(=O)C(Cl)Cl)ccc12)C(Cl)Cl	23	15	38	20	-3	-4
28	Cc1ccc(C2SC(N)=Nc3c2c(C)nn3C(=O)c2ccc(Cl)cc2)cc1 (stereo not given)	-16	-34	-36	-25	-42	-28
29	N#CC1CCCCCC1	6	3	1	6	-12	8
30	O=C(CCC(C(=O)OCc1ccccc1)C(=O)OCc1ccccc1)Nc1ccc(OCc2ccccc2)cc1	-10	-29	-21	-13	-15	-10

# Continued:
cpd	molecule	sgs1 mgt1	yeast cln2 rad14	rad50	mlh1 rad18	yeast mec2-1	yeast bub3
31	c1csc(-c2cc(-c3cccs3)c(-c3ccsc3)s2)c1	-32	-26	-47	-46	-43	-20
32	Nc1nnnn1-c1ccc(O)cc1	-5	-18	-2	-1	3	2
33	COc1cc([C@@H]2OC(=O)C3C2C(=O)O[C@H]3c2ccc(O)c(OC)c2)ccc1O (stereo not given in full)	9	17	8	24	14	1
34	O=C1C=CC(=O)c2c(O)c(CO)c(CO)c(O)c21	51	16	75*	x	84*	74*
35	Nc1ncnc2c1ncn2C1C=C(CO)C(O)C1O (stereo not given)	8	7	-15	2	-33	-5
36	Nc1nc(Nc2ccc(Cl)c(Cl)c2)c(N=Nc2ccccc2)c(=O)[nH]1	5	-9	4	-3	3	12
37	CCCCCCCCN(CCCCCCCC)CC(O)c1ccc2cc3c(nc2c1)CCCC3 (stereo not given)	99*	98*	99*	98*	81*	98*
38	CCOC(=O)C1=C(C)N(Cc2ccccc2)C2(O)C1=CC(=O)C(Cl)=C2Cl (stereo not given)	47	55	73*	42	46	49
39	CCC(=O)C1CCOCC1	3	9	-17	14	-19	-16
40	COC(=O)/C=C(\C)CC(O)/C=C(\C)CCC=C(C)C (stereo not given)	75*	13	21	-23	49	61
41	Cc1ccnc2c(O)cccc12	98*	97*	98*	99*	97*	98*
42	CC1CC=CCC1COB(OCC1CC=CCC1C)OCC1CC=CCC1C (stereo not given)	29	23	23	0	-22	24
43	CCc1cccc(C(C)C)c1NC(=O)C(=O)C(CC(=O)Nc1ccc(Cl)c(Cl)c1)C(=O)OC (stereo not given)	-3	16	-2	8	4	15
44	CCCc1nc2c([nH]1)c(=O)n(C)c(=O)n2C	4	10	23	23	-14	-21
45	COc1ccc(C(CC(=O)c2ccc(C)cc2)Sc2ccccc2N)cc1 (stereo not given)	26	-15	-10	8	4	28
46	COc1ccc2c(Cl)cc(NC(=O)Nc3c(C)cccc3C)nc2c1	14	7	6	7	1	21
47	CCCCC(CC)CSCCOC(C)OCCSCC(CC)CCCC (stereo not given)	26	40	34	28	2	7
48	Cc1ccc(S(=O)(=O)CC(=O)N2CCOCC2)cc1	-10	-6	-4	-1	-6	-25
49	CN(C)CCC(/C=C/c1ccccc1)=N\Nc1ccccc1	-12	6	20	36	-15	-13
50	N/C(=N\N=C\C1CC2C=CC1C2)NO (stereo not given)	-10	0	5	-5	-11	-17
51	Cc1ccc(Nc2nc(C)c(C(/C=C/c3ccc4c(c3)OCO4)=N/Nc3ccc([N+](=O)[O-])cc3[N+](=O)[O-])s2)c([N+](=O)[O-])c1	89*	68	53	82*	69	68
52	CC(=O)Nc1cc2c3c(c1)CCCN3CCC2	-38	26	-24	-4	-15	28
53	O=C1c2ccccc2C(=O)N1c1ccc2ccccc2c1	-7	-24	1	28	-1	-3
54	CC1CCOC(C)(Cc2ccccc2)O1 (stereo not given)	-7	-59	-3	-11	-3	-18
55	Cc1ccc([N+](=O)[O-])c2c(NCCNC(=O)c3cc(C(=O)NCCNc4ccnc5c(C)ccc([N+](=O)[O-])c45)n(C)n3)ccnc12	18	23	33	47	11	24
56	Cc1nc(N)c2cnn(C)c2n1	-15	-6	20	9	-30	-1
57	CC1=NOC(=O)C1C(C)(C)C1C(=O)ON=C1C (stereo not given)	x	x	8	-18	-1	x
58	CCCCCC/C=N/N1C(=O)C2C3C=CC(O3)C2C1=O (stereo not given)	5	17	9	10	12	6
59	CCOC(=O)C(C)(OCC)OCC	-17	-9	-13	12	-13	0
60	COc1ccccc1NC(=O)CC(=O)n1nc(C)c(N=Nc2ccccc2C(=O)O)c1C	-18	-15	-13	-10	-25	-16

# Later entries.
cpd	molecule	sgs1 mgt1	yeast cln2 rad14	rad50	mlh1 rad18	yeast mec2-1	yeast bub3
61	CC1(C)C(=O)C(C)(C)C1=NN	-4	3	8	24	12	-5
62	Cc1cc(=O)oc2c(OS(C)(=O)=O)c(OS(C)(=O)=O)ccc12	-4	-11	-14	4	-19	-22
63	COC(=O)C/C(=C/C=C1/C(=O)ON=C1C)c1c(C)[nH]oc1=O	x	x	-11	-17	-30	x
64	BrC1CCCCC1Br (stereo not given)	12	-70	1	-18	12	8
65	CCc1nc2ccccc2cc1C	4	-20	6	3	-5	1
66	C/C(=N\O)C1CC(CC(=O)O)C1(C)C (stereo not given)	-53	-74	-21	-36	-6	-41
67	COc1ccc(-c2ccc(Cc3ccc(-c4ccc(OC)cc4)o3)o2)cc1	7	-73	4	1	0	-6
68	O=C1NCCN1CCO	-17	-32	20	27	-7	-3
69	O=C(CCc1ccc(O)c(O)c1)OCCc1ccccc1	91*	88*	89*	89*	90*	87*
70	COC(=O)N(c1ccccc1)c1ccccn1	-10	11	-17	-23	-10	4
71	O=C1c2ccccc2C(=O)N1C(=NC1CCCCC1)c1ccccc1	-3	-38	16	13	11	24
72	N#Cc1nnn(-c2ccc(Cl)cc2)c1N	1	15	-1	-3	-20	0
73	CCCCCCCCCCCC(=O)OCC1OC(n2cc(F)c(=O)[nH]c2=O)C(N)C(OC(=O)CCCCCCCCCCC)C1O (stereo not given)	-52	4	-9	-46	-35	-35
74	CC(=O)N=C1CSc2ccccc2N1C	-8	-40	-1	-9	-7	-16
75	Nc1nc2c(c(-c3ccc(Cl)cc3)n1)CN(Cc1ccccc1)C2=O	-11	-24	2	-4	6	-3
76	OCC[N+]1(CCOCC[N+]2(CCO)CCOCC2)CCOCC1	-11	-8	-18	-18	4	-6
77	COCCn1c2nc(=O)n(-c3ccccc3)c(=O)c-2nc2c1CCCC2	-3	-18	7	-12	8	-6
78	Cn1c(=O)c2[nH]c(-c3ccccc3[N+](=O)[O-])nc2n(C)c1=O	-9	-57	-5	5	-9	1
79	COCCN1C(N)=C(C#N)C=C2CCCC(N=C(C#N)C#N)=C21	3	-21	-7	14	1	2
80	COC(=O)c1ccccc1CC1Cc2ccc3c(c2C1)CCC3 (stereo not given)	-2	-32	-1	14	5	3
81	COC1(OC)C(c2ccccc2)C(C#N)(C#N)C1(OC)OC (stereo not given)	-12	-61	-8	-6	-10	-4

# Molecules listed so far that contain a CF3 group:
cpd	molecule	sgs1 mgt1	yeast cln2 rad14	rad50	mlh1 rad18	yeast mec2-1	yeast bub3
11	O=C1C(=O)N(c2cccc(C(F)(F)F)c2)C(=S)N1c1ccccc1	-11	-53	-1	-30	-9	-9
23	FC(F)(F)c1nnc(-c2ccc3ccccc3c2)nn1	25	14	46	31	18	20

# Part of the list above with just yeast bub3 and mlh1 rad18.
item	SMILES	yeast bub3	mlh1 rad18
71	O=C1c2ccccc2C(=O)N1C(=NC1CCCCC1)c1ccccc1	24	13
70	COC(=O)N(c1ccccc1)c1ccccn1	4	-23
62	Cc1cc(=O)oc2c(OS(C)(=O)=O)c(OS(C)(=O)=O)ccc12	-22	4
63	COC(=O)C/C(=C/C=C1/C(=O)ON=C1C)c1c(C)[nH]oc1=O	x	-17
68	O=C1NCCN1CCO	-3	27
